Pol iota inh = qHTS for Inhibitors of Polymerase Iota. DNA polymerase iota (Homo sapiens), Q9UNA4. Pol iota fluorescent replication assay, 10 min. Potency, µM (highest dose often 115 µM), without a hit: at the highest dose activity, negative = inhibition, hits mostly inhibitors. actives 1% (n = 390,000). AID 588590, 2011
Target sequence (Q9UNA4 whole entry, looked up): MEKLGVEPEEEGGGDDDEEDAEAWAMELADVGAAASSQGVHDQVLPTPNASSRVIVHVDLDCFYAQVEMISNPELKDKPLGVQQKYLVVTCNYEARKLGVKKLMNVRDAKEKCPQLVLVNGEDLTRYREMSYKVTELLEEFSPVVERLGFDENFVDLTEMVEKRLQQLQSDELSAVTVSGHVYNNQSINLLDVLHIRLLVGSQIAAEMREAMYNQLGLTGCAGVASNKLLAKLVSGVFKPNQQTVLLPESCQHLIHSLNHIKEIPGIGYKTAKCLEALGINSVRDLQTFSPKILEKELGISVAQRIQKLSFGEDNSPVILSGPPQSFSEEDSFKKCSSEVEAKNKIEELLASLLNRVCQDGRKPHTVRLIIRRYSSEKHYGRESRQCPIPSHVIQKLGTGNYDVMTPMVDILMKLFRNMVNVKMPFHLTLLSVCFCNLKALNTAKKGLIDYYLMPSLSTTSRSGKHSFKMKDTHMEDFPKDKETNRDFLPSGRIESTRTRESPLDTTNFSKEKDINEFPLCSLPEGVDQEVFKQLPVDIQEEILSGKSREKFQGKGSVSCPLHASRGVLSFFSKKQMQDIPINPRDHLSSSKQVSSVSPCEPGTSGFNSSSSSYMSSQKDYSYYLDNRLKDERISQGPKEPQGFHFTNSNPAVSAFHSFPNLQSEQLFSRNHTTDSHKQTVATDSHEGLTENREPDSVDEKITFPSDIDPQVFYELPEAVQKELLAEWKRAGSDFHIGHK
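Pol iota at 10 nM preincubated 15 min with compounds at room temperature; reaction started with fluorescent substrate, 50 nM final. Fluorescence read kinetically at 0 and 10 min; buffer-only wells as negative control.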
Apoferritin bind = qHTS Assay for Identification of Novel General Anesthetics. Ferritin light chain (Equus caballus), P02791. apoferritin/1-aminoanthracene competitive binding, fluorescence. actives 0.074% (n = 350,000). Potency, µM (titrated, usually from 77.5 µM), inactives show at the highest dose activity change, negative = displacement, usual class: inhibitors. AID 485281, 2010; also: % is scaled to controls: 0 for no effect and ±100 for the full control effect; nearly all actives have a fitted effect of over 20% in size
Target sequence (P02791 2-175 limits assumed): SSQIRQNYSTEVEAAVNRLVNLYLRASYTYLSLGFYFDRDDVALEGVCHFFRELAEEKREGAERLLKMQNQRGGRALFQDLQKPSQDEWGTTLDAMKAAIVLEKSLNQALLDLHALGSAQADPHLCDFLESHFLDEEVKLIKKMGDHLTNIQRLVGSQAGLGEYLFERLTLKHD
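Probe: 1-aminoanthracene (50% saturated, PBS). Protein: horse-spleen apoferritin, 10 uM. Incubation: 10 min, room temperature. Detection: 380 nm excitation, 535 nm emission. Analysis: normalized response, four-parameter Hill.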
G9a inh = qHTS Assay for Inhibitors of Histone Lysine Methyltransferase G9a | actives 8.8% (n = 350,000) | AID 504332, 2011 | G9a H3K9 monomethylation, AlphaScreen, 2 h | Histone-lysine N-methyltransferase EHMT2 (Homo sapiens), Q96KQ7 | Potency, µM (top dose mostly 102 µM), without a hit: top-dose activity, negative = inhibition, actives largely listed as inhibitors; also: % is scaled to controls: 0 for no effect and ±100 for the full control effect; nearly all actives have a fitted effect of over 75% in size
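AlphaScreen read-out: biotin-H3K9 peptide (500 nM) methylation by 20 nM enzyme with 20 uM SAM, 2 h at room temperature after 15 min compound preincubation; anti-monomethyl H3K9 antibody plus donor/acceptor beads, 10 min dark.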
BLM inh = qHTS Assay for Inhibitors of Bloom's syndrome helicase (BLM) | Potency, µM (titrated, usually from 56.1 µM), for inactives: at the highest dose activity change, negative = inhibition, actives largely listed as inhibitors | actives 0.2% (n = 350,000) | recombinant BLM DNA unwinding, fluorescence dequenching | RecQ-like DNA helicase BLM (Homo sapiens), P54132;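 also: plate controls were vehicle for no effect and no enzyme for full effect; nearly all actives have a fitted effect of over 35% in size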
POLH inh = qHTS for Inhibitors of Polymerase Eta; actives 1.2% (n = 390,000); recombinant Pol eta, fluorescent DNA replication assay; Potency, µM (highest dose often 114 µM), inactives show at the highest dose activity change, negative = inhibition, actives largely listed as inhibitors; also: % is scaled to controls: 0 for no effect and ±100 for the full control effect
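Pol eta at 10 nM preincubated with compounds 15 min at room temperature; reaction started with fluorescent substrate (50 nM final) and read kinetically at 0 and 10 min.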
BAZ2B inh = qHTS Assay for Inhibitors of BAZ2B; actives 4.4% (n = 360,000); Potency, µM (series often up to 114 µM), for the others: at the highest dose activity change, negative = inhibition, actives largely listed as inhibitors; AlphaScreen BAZ2B-H3K14Ac peptide displacement; also: % is scaled to controls: 0 for no effect and ±100 for the full control effect; nearly all actives have a fitted effect of over 60% in size
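Protein-peptide AlphaScreen: BAZ2B 50 nM, b-H3K14Ac 50 nM, 1x PBS pH 7.4 + 0.01% Tween-20. Preincubation 30 min RT; cpd 30 min RT (top 110 uM); beads 20 min RT, light-protected.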
POLK inh = qHTS for Inhibitors of Polymerase Kappa; AID 588579, 2011; purified Pol kappa, fluorescent DNA synthesis assay, 10 min; actives 0.53% (n = 400,000); DNA polymerase kappa (Homo sapiens), Q9UBT6; Potency, µM (series often up to 107 µM), without a hit: at the highest dose activity, negative = inhibition, actives largely listed as inhibitors; also: % is scaled to controls: 0 for no effect and ±100 for the full control effect
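Enzyme at 10 nM met test compounds for 15 min at room temperature. Substrate addition (50 nM final) began the reaction, which was monitored by fluorescence at 0 and 10 min.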
APEX1 inh = qHTS Assay for Inhibitors of the Human Apurinic/apyrimidinic Endonuclease 1 (APE1) | DNA repair nuclease/redox regulator APEX1 (Homo sapiens), P27695 | recombinant APE1, TAMRA/BHQ-2 abasic DNA cleavage fluorescence | Potency, µM (doses to about 65.8 µM), inactives show top-dose activity change, negative = inhibition, hits mostly inhibitors | actives 0.35% (n = 350,000) | AID 2517, 2012;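 also: plate controls were vehicle for no effect and reference inhibitor for full effect; nearly all actives have a fitted effect of over 55% in size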
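Enzyme (0.75 nM final) and test compound are incubated 15 min at room temperature before adding 50 nM quenched THF abasic-site duplex. Cleavage dequenches TAMRA, followed at 525/598 nm over three reads one minute apart.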
Pol beta inh = qHTS Assay for Inhibitors of DNA Polymerase Beta; Potency, µM (series often up to 114 µM), inactives show at the highest dose activity change, negative = inhibition, most hits filed as inhibitors; P06746; actives 1.3% (n = 340,000); Pol beta primer extension/strand displacement, fluorescence kinetic; also: % is scaled to controls: 0 for no effect and ±100 for the full control effect
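Enzyme-only controls used 10 nM Pol beta; buffer lacking enzyme served as negative control. Compound preincubated 15 min, then 50 nM substrate added; 0 and 10 min reads at room temperature.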
* marks the source's active call; other numbers are inactive results; ? = inconclusive; / = no result given; & = joins results of further samples; [ ] = remark or other dose. Calls follow the shape of the dose curve; as a rule, active = well fitted curve in the direction sought with a large enough effect; inconclusive = small, poorly fitted or top-dose-only effect, or another doubt; inactive = no such curve, though single readings can be large; an effect the other way counts as inactive or inconclusive. Potency is read from the fitted curve at half-maximal effect. Not all compounds are listed; count on the stated rates, not on these rows.

SMILES | Pol iota inh | Apoferritin bind | G9a inh | BLM inh | POLH inh | BAZ2B inh | POLK inh | APEX1 inh | Pol beta inh
CC(C)C(C)NC(=O)CN1C(=O)NC2(CCc3ccccc32)C1=O (stereo not drawn) | -5% | -1% | 14% | 0% | 4% | 4% | -15% | 46% | 30%
N#Cc1c2c(c(NCCCN3CCOCC3)n3c1nc1ccccc13)CCC2 | ? | 10% | -8% | -9% | -4% | -3% | ? | -5% | ?
Cc1ccc2c(c1)N(CCC(=O)NCc1ccccn1)C(=O)CO2 | -7% | -2% | 0% | -4% | -7% | 0% | 1% | -5% | 2%
O=C1NC(=S)N/C1=C\C=C\c1ccccc1 | 9% | 1% | 0% | -3% | 5% | -18% | 1% | 6% | 16%
CCN(CC(=O)Nc1ccccc1C(F)(F)F)C(=O)c1ccc(N2C(=O)CCC2=O)cc1 | 21% | -2% | / | -10% | -2% | -7% | -8% | 7% | 43%
COc1cc2nc(CN3CCN(C(C)=O)CC3)[nH]c(=O)c2cc1OC | 94%[activator] | -4% | -42% | -2% | -17% | -38% | -9% | -2% | 35%
CC(C)(C)c1ccc(C(=O)Nc2c3c(nn2C(C)(C)C)CS(=O)(=O)C3)cc1 | -4% | -1% | / | -4% | 2% | -5% | -5% | -7% | 52%
Cc1ccc(S(=O)(=O)N2CCN(C(=O)Cn3nc(C(=O)O)c4ccccc4c3=O)CC2)cc1 | 16% | -9% | 3% | -8% | -14% | -4% | 10% | -1% | 1%
COc1ccc(NCN2C(=O)CCC2=O)cc1 | 2% | -10% | ? | -1% | 2% | -4% | -4% | -6% | 1%
COc1ccccc1NC(=O)Nc1nnc(Cc2ccccc2F)s1 | -22% | 0% | 6% | -1% | 0% | -7% | -1% | -10% | 9%
CCc1nc(NCCO)c(C#N)c2c1CSC(C)(C)C2 | 18% | -6% | / | 2% | -27% | -7% | -1% | 2% | 7%
Cc1csc2c(=O)sc(NC(=O)c3ccco3)nc12 | 6% | -14% | 50µM* | -5% | 40%[activator] | -1% | -11% | -1% | ?
CC1(C)CC(=O)C=C(NCc2ccco2)C1 | 13% | -11% | -35%[2.33 µM] | -3% | -1% | -4% | -6% | 0% | 4%
CC(=O)NCC(c1ccc2c(c1)OCO2)N1CCN(c2ccccc2)CC1 (stereo not drawn) | -14% | 3% | 6%[59 µM] | 0% | -8% | -9% | 1%[60.1 µM] | / | 29%
CCO[C@H]1OC(C(=O)N2CCN(C)CC2)=C[C@@H](C2CC2)[C@@H]1CCCO | 22% | -1% | 9%[12.7 µM] | -4% | -3% | 0% | -16% | -6% | 6%
Cc1ccccc1OCC(=O)OCC(=O)c1ccc(OC(=O)c2ccccc2)cc1 | -6%[58.9 µM] | -14% | 6%[59 µM] | -2% | -14% | 8% | -13% | 18% | -10%
O=C(CSC1=NCCS1)Nc1ccc(F)cc1 | 24% | -6% | 12% | -2% | -1% | 0% | -2% | 0% | 7%
OCC[C@@H]1C[C@H](O)[C@@H](O)[C@]2(Cc3ccccc3CCO2)O1 | 7% | 3% | / | -2% | -4% | 0% | 9% | 7% | 5%
C=CCOc1c(Br)cc(CNn2c(C)n[nH]c2=S)cc1OC | 137%[activator] | -10% | 11µM* | -1% | -6% | -30% | -1% | 30% | 1%
COCCN(C(=O)CSc1ncn[nH]1)c1c(N)n(Cc2ccccc2)c(=O)[nH]c1=O | 19% | / | -24%[2.33 µM] | / | -3% | 1% | -6% | 9% | /
Cc1cc(C)cc(N(CC(=O)NC2CCCCCC2)S(=O)(=O)c2c(C)[nH]c(=O)[nH]c2=O)c1 | -22%&14% | 2% | 6% | -1% | -10% | -2% | -5%&11% | -5% | 0%
COc1ccc(/C=C/C(=O)NCC2COc3ccccc3O2)c(OC)c1 (stereo not drawn) | 59%[activator] | -17% | -7% | -13% | -22% | 24% | 0% | -2% | 7%
CCCC(C)NC(=O)CSc1nc2ccc(C)cc2[nH]1 (stereo not drawn) | -16% | -15% | -4% | -3% | -8% | 0% | 2% | -8% | 98%
Cc1cc(=O)[nH]c(SCC(=O)N2C(C)CCCC2C)n1 (stereo not drawn) | -1% | -23% | 7% | -3% | -14% | -4% | 12% | 0% | 77%
COc1ccc(/C=C(/NC(=O)c2ccccc2)C(=O)N2CCCCC2)cc1 | -13% | -5% | / | 0% | -10% | -1% | 2% | 3% | 21%

The final 6 records of the part above lead into the next:
SMILES | Pol iota inh | Apoferritin bind | G9a inh | BLM inh | POLH inh | BAZ2B inh | POLK inh | APEX1 inh | Pol beta inh
COCCN(C(=O)CSc1ncn[nH]1)c1c(N)n(Cc2ccccc2)c(=O)[nH]c1=O | 19% | / | -24%[2.33 µM] | / | -3% | 1% | -6% | 9% | /
Cc1cc(C)cc(N(CC(=O)NC2CCCCCC2)S(=O)(=O)c2c(C)[nH]c(=O)[nH]c2=O)c1 | -22%&14% | 2% | 6% | -1% | -10% | -2% | -5%&11% | -5% | 0%
COc1ccc(/C=C/C(=O)NCC2COc3ccccc3O2)c(OC)c1 (stereo not drawn) | 59%[activator] | -17% | -7% | -13% | -22% | 24% | 0% | -2% | 7%
CCCC(C)NC(=O)CSc1nc2ccc(C)cc2[nH]1 (stereo not drawn) | -16% | -15% | -4% | -3% | -8% | 0% | 2% | -8% | 98%
Cc1cc(=O)[nH]c(SCC(=O)N2C(C)CCCC2C)n1 (stereo not drawn) | -1% | -23% | 7% | -3% | -14% | -4% | 12% | 0% | 77%
COc1ccc(/C=C(/NC(=O)c2ccccc2)C(=O)N2CCCCC2)cc1 | -13% | -5% | / | 0% | -10% | -1% | 2% | 3% | 21%
O=C(O)c1ccc2c(c1)C(=O)N([C@H](Cc1ccc3ccccc3c1)C(=O)O)C2=O | / | 1% | 10%[12.7 µM] | 3% | / | ? | / | -2% | /
CN(C)C(=O)CCc1ccc2c3c([nH]c2c1)[C@]1(CCc2ccccc2)[C@@H](C(=O)N2CCCCC2)C[C@H](CC(=O)NCCc2ccccn2)C(=O)N1CC3 | 16% | / | / | / | -7% | / | -12% | -12% | /
COc1ccccc1S(=O)(=O)Cc1ccc(C(=O)NC2CCCCC2)o1 | 18% | -8% | 5%[59 µM] | -2% | 3% | 1% | -8% | 0% | 28%
CC1=C(C(=O)NCc2ccccc2)C(c2cccs2)NC(=S)N1 (stereo not drawn) | 99%[activator] | -9% | 5% | -1% | -9% | -2% | -12% | 1% | 10%
Cc1cc2ccccc2c(=O)n1CC(=O)NCc1ccco1 | -2% | -15% | -3% | 3% | 2% | ? | -12% | 5% | 15%
CC1CCN(C(=O)C(NS(=O)(=O)c2cccc3nsnc23)C(C)C)CC1 (stereo not drawn) | 30%[activator] | -13% | / | -6% | 4% | -7% | -13% | -3% | 12%
COC(=O)c1ccc(NC(=O)CCc2c(C)nn(-c3ccc(N4CCOCC4)nn3)c2C)cc1 | -9% | -10% | 0%[59 µM] | 3% | -7% | -18% | 0% | / | -18%
COc1ccc(Cc2noc(COc3ccc(Cl)cc3)n2)cc1 | 21% | ? | 75%[activator][59 µM] | -10% | -13% | 122%[activator] | -7% | -5% | 1%
COc1cccc(-c2nc(C#N)c(N3CCN(C(=O)c4ccco4)CC3)o2)c1 | 82%[activator] | -2% | -9% | -7% | -19% | -31% | -8% | 25% | 23%
COc1ccccc1S(=O)(=O)N1CCN(S(=O)(=O)c2ccccc2C#N)CC1 | 47%[activator] | 7% | 19% | -2% | -16% | 3% | 4% | 46%[activator] | -1%
COc1ccc([N+](=O)[O-])cc1NC(=O)CCNC(=O)Cn1ccc2ccccc2c1=O | 31%[activator] | -4% | 12% | -8% | -3% | 6% | -9% | 1% | 27%
COc1ccc(C2=NN(CN3C(=O)C(=O)c4ccccc43)C(c3ccc(Br)cc3)C2)cc1 (stereo not drawn) | -10% | -13% | ? | -5% | 2% | -35% | -13%[60.1 µM] | 2% | 3%
COc1ccc(CC(=O)Nc2nnc(C(C)C)s2)cc1 | 57%[activator] | -15% | 0% | 3% | -14% | -14% | -1% | 2% | -11%
COCCn1nnnc1C(c1ccccn1)N1CCN(c2cc(Cl)ccc2C)CC1 (stereo not drawn) | -4% | 1% | ? | -3% | -10% | ? | -3% | -3% | 7%
CC(Oc1ccccc1)C(=O)N=C1SC2CS(=O)(=O)CC2N1c1cccc(F)c1 (stereo not drawn) | 5% | -24% | 17% | -1% | -18% | -16% | 3% | 34% | 81%
CCCc1cc(=O)[nH]c2nnc(SCC(=O)Nc3ccc(C(C)=O)cc3)n12 | -8% | / | -24%[0.501 µM] | / | -11% | -23% | -1% | 28% | /

Records listed above printed as active in G9a inh:
| Compound | Pol iota inh | G9a inh | BLM inh | POLH inh | BAZ2B inh | POLK inh | APEX1 inh | Pol beta inh |
| --- | --- | --- | --- | --- | --- | --- | --- | --- |
| Cc1csc2c(=O)sc(NC(=O)c3ccco3)nc12 | 6% | 50µM* | -5% | 40%[activator] | -1% | -11% | -1% | ? |
| C=CCOc1c(Br)cc(CNn2c(C)n[nH]c2=S)cc1OC | 137%[activator] | 11µM* | -1% | -6% | -30% | -1% | 30% | 1% |
